CHO-K1 Ca ag = M1 agonist counterscreen hit in parental CHO-K1 cells; Fluo-8 calcium fluorescence; scaled to maximal ATP response, vehicle zero; activation, % at 3 µM; 0.48% of 360,000 active; in the data active means activation above about 15%;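 further: untransfected CHO-K1 host cells lacking M1 receptor as counterscreen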
CHO parental Ca = signal in parental CHO cells, OX1R antagonist counter-screen; parental CHO-K1, ATP-induced calcium, Fluo-8 fluorescence; inhibition, % at 5.6 µM; 0.63% of 330,000 active;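 active means inhibition above that plate's mean sample inhibition plus 3 SD, cut at about 26% in these data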;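 further: 0% = ATP-challenged DMSO wells and 100% = DMSO wells without ATP; some compounds past the cut are filed as inactive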
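Assay system – parental CHO cells · Reagent – ATP stimulus · Detection – intracellular calcium via Fluo-8 no-wash fluorescent dye · Evaluation – percent inhibition of ATP-evoked calcium rise, normalized to controls · Controls – ATP wells versus no-ATP DMSO wells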
TAAR1 antag = human TAAR1 antagonism; Q96RJ0; CHO RD-HGA16 TAAR1, Fluo-8 calcium fluorescence, antagonist; inhibition, % at 3 µM; 1.5% of 360,000 active; AID 624466;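 active means inhibition above a per-plate cutoff, the mean inhibition of test compounds on that plate plus 3 SD, cut at about 49% in these data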;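 further: 0% = DMSO plus EC80 beta-PEA response and 100% = DMSO alone without agonist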
Target sequence (Q96RJ0 whole entry, looked up): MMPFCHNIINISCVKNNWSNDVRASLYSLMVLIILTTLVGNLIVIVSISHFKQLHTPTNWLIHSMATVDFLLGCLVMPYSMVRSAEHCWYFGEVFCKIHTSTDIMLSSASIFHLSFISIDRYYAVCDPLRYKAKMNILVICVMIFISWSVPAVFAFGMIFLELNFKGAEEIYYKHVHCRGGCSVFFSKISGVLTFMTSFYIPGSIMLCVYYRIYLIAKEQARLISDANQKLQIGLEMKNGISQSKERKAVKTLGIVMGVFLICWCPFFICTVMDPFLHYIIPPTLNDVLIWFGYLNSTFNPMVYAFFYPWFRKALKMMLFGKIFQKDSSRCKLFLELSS
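test system = CHO RD-HGA16 cells bearing hTAAR1 | replication = singlicate | controls = DMSO-only wells and EC80 β-PEA-stimulated wells | reagent = EC80 β-phenethylamine stimulus | read-out basis = percent inhibition of PEA-evoked calcium signal, max/basal emission ratio | schedule = seeding 17-24 h prior, 75-min 37 °C, 30-min RT dye loading | signal = kinetic Fluo-8 calcium fluorescence measurement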
M1 ag = activates human CHRM1 receptor | P11229 | CHO-K1 hM1, Fluo-8 calcium fluorescence, agonist mode; 0% DMSO, 100% acetylcholine EC100 | activation, % at 3 µM | 0.33% of 360,000 active | AID 588814;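 active means activation above the run's mean compound activation plus 3 SD, cut at about 16% in these data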;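 further: peak over basal fluorescence ratio within a 140 s kinetic read after compound addition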
OXTR potentiate = potentiates the human oxytocin receptor response; P30559; CHO-OTR cells, Fluo-8 calcium fluorescence, potentiator mode; 0% = oxytocin EC15, 100% = EC100; activation, % at 3 µM; 0.061% of 320,000 active;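 active means activation above that plate's cutoff, the mean activation of tested compounds plus 3 SD, cut at about 6.6% in these data, passing the limit was not always enough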;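 further: 100% uses oxytocin at 75 nM as the full agonist control; some results filed as inactive read as strong as hits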
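test system = CHO-OTR cells, human receptor | compound = single-point 3.0 µM | schedule = 6 min compound pre-incubation at room temperature, 100 s kinetic read | signal = Fluo-8 no-wash calcium dye fluorescence, excitation 470-495 nm, emission 515-575 nm | repeats = single well per compound, singlicate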
M1 PAM parental = counter-screen for M1 PAMs: effect in parental CHO-K1 cells. ATP EC20, Fluo-8 calcium fluorescence; 0% at ATP EC20, 100% at ATP max. 0.02% of 360,000 active. AID 602247. activation, % at 3 µM;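 active means activation above the run cutoff, the mean activation of all test compounds plus 3 SD, cut at about 40% in these data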;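 further: peak over basal fluorescence ratio in a 140 s read after ATP addition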
CHO-K1 Ca antag = counter-screen for M1 antagonists: effect in parental CHO-K1 cells. ATP-induced calcium, Fluo-8 fluorescence. inhibition, % at 3 µM. 0.6% of 360,000 active;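 active means inhibition above a per-plate cutoff, the plate's mean sample inhibition plus 3 SD, cut at about 24% in these data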;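 further: 0% = DMSO plus EC80 ATP and 100% = DMSO alone without ATP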
TAAR1 agonist = human TAAR1 agonism. Q96RJ0. CHO RD-HGA16 TAAR1, Fluo-8 calcium fluorescence; vehicle wells 0%, saturating PEA agonist 100%. activation, % at 3 µM. 0.99% of 360,000 active. AID 624467;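 active means activation above the mean activation of all test compounds in the run plus 3 SD, cut at about 38% in these data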
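Signal – calcium-sensitive Fluo-8 signal, excitation 470-495, emission 515-575 nm · System – RD-HGA16 (CHO) cells co-expressing Gα16 and hTAAR1 · Incubation – 17-24 h seeding, 75 min 37 °C dye, 30 min RT · Compound dosing – 3 µM single concentration · Repeats – no replicates (n 1)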
V1R ag counter = activates human V1a receptor in oxytocin agonist counter-screen | CHO-V1R cells, Fluo-8 calcium fluorescence, agonist mode; 0% DMSO, 100% 3 nM vasopressin | activation, % at 3 µM | P37288 | 0.25% of 320,000 active;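 active means activation above the mean activation of all tested compounds plus 3 SD, per screening run, cut at about 20% in these data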;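 further: signal is peak over basal fluorescence ratio across a 100 second FLIPR read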
Target sequence (P37288 whole entry, looked up): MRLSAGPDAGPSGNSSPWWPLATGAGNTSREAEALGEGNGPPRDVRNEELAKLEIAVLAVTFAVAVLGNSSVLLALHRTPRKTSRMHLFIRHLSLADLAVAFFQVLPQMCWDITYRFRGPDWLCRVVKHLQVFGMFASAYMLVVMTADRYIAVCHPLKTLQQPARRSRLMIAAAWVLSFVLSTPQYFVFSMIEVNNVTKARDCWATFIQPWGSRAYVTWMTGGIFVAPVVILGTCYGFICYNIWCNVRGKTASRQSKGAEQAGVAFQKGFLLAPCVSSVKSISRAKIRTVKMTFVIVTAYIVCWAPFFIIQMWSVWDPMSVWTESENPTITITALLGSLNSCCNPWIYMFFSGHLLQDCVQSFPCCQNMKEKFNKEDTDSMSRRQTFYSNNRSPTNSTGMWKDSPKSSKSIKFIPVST
* = called active by the depositor; nt = not tested or not shown; & = joins results of further samples. Random draw from the library, and some 3.3% of all compounds hit somewhere here.

The opening 5 entries (preview)
SMILES	CHO-K1 Ca ag	CHO parental Ca	TAAR1 antag	M1 ag	OXTR potentiate	M1 PAM parental	CHO-K1 Ca antag	TAAR1 agonist	V1R ag counter
COc1ccc(C(=O)Nn2c(C)ccc2C)cc1OC	0.4	-4	-14	-2	-14	19	-11	2	0.2
CC1=C(C(=O)Nc2ccccc2C(=O)NC2CCCCC2C)SCCO1 (stereo unspecified)	0.8	-27	-7	-4	-3	12	-20	-1	-1.4
COCCNC(=O)c1ccc(NS(=O)(=O)c2cc(C)ccc2C)cc1	5.3	-5	-4	-3	-1	4	3	1	0.5
CCC1NC(=O)c2cccnc2-n2c1nc1cc(C)cc(C)c1c2=O (stereo unspecified)	-0.7	nt	-21	-2	nt	12	-17	-3	nt
COc1ccc(-c2sc(Nc3ccc(F)c(F)c3F)nc2CCC(=O)NN)cc1	0.4	-12	-13	1	-7	-5	-4	3	2.6

Main list, from the first entry:
SMILES	CHO-K1 Ca ag	CHO parental Ca	TAAR1 antag	M1 ag	OXTR potentiate	M1 PAM parental	CHO-K1 Ca antag	TAAR1 agonist	V1R ag counter
COc1ccc(C(=O)Nn2c(C)ccc2C)cc1OC	0.4	-4	-14	-2	-14	19	-11	2	0.2
CC1=C(C(=O)Nc2ccccc2C(=O)NC2CCCCC2C)SCCO1 (stereo unspecified)	0.8	-27	-7	-4	-3	12	-20	-1	-1.4
COCCNC(=O)c1ccc(NS(=O)(=O)c2cc(C)ccc2C)cc1	5.3	-5	-4	-3	-1	4	3	1	0.5
CCC1NC(=O)c2cccnc2-n2c1nc1cc(C)cc(C)c1c2=O (stereo unspecified)	-0.7	nt	-21	-2	nt	12	-17	-3	nt
COc1ccc(-c2sc(Nc3ccc(F)c(F)c3F)nc2CCC(=O)NN)cc1	0.4	-12	-13	1	-7	-5	-4	3	2.6
Cc1nn(C)c(C)c1/C=N/NC(=O)C(C)(C)Oc1ccc(Cl)cc1	0.0	-8	nt	-4	0	4	-6	nt	2.3
CCOc1ccc(OCC(=O)N(C)c2c(N)n(Cc3ccccc3)c(=O)[nH]c2=O)cc1	1.0	-12	-30	0	0	14	-6	2	0.9
CC(=O)NC(CC(=O)OCC(=O)N1CCc2ccccc21)c1ccccc1 (stereo unspecified)	-0.3	-7	-5	-5	-5	6	-12	-2	0.0
O=C(NC(NC(=S)Nc1ccc(Cl)c(Cl)c1)C(Cl)(Cl)Cl)c1ccco1 (stereo unspecified)	10	30	7	1	-32	-6	29*	9	9.4
Cc1nc(-c2nnc(SCC(=O)Nc3cc(Cl)cc(Cl)c3)n2C)cs1	0.1	-12	-42	-1	-5	4	-2	1	-2.7
O=C(ONC(=O)C1CCCCC1C(=O)NOC(=O)c1ccccc1)c1ccccc1 (stereo unspecified)	0.7	nt	-8	-6	nt	15	-6	2	nt
O=C(CSCc1ccc(C(=O)O)cc1)Nc1ccc2ccccc2c1	0.8	-1	5	-3	-4	-7	5	2	-0.5
O=C1c2cccc3c(N4CCCCC4)ccc(c23)C(=O)N1c1ccc(O)cc1	15	28	41	9	-17	8	8	59*	23*
Cc1ccc(S(=O)(=O)NCCC(=O)Nc2nnc(C)s2)cc1	1.6	-10	-15	-4	-2	22	-17	3	0.8
C=CCSc1nnc(NC(=O)CSc2nnc(C)s2)s1	0.9	-19	4	-3	-9	2	1	6	0.2

Part of the list above, limited to V1R ag counter and M1 ag.
smiles,V1R ag counter,M1 ag
COc1ccc(-c2sc(Nc3ccc(F)c(F)c3F)nc2CCC(=O)NN)cc1,2.6,1
Cc1nn(C)c(C)c1/C=N/NC(=O)C(C)(C)Oc1ccc(Cl)cc1,2.3,-4

Following part:
SMILES	CHO-K1 Ca ag	CHO parental Ca	TAAR1 antag	M1 ag	OXTR potentiate	M1 PAM parental	CHO-K1 Ca antag	TAAR1 agonist	V1R ag counter
O=C(CN(C(=O)c1csnn1)c1ccccc1C(F)(F)F)NC1CCCCC1	0.3	2	-18	-2	-1	22	0	1	0.0
O=C(c1ccccc1)C(CN1CCCCC1)c1ccccc1 (stereo unspecified)	0.1	nt	1	-5	nt	9	0	0	nt
CC(/C=N/n1cnnc1)=C\c1ccccc1	2.1	0	-10	9	-9	18	-3	102*	3.9
CCC(Sc1nc(N)cc(N)n1)C(=O)O (stereo unspecified)	0.2	-1	2	-4	1	0	3	3	0.0
Brc1ccccc1OCCCCCN1CCOCC1	1.4	-4	-8	-3	1	19	-13	1	-0.6
CCN(CC(=O)Nc1c(F)cccc1F)C(=O)c1ccc(-n2cncn2)c([N+](=O)[O-])c1	1.1	4	-8	-1	-7	-1	-15	1	0.3
COc1ccc(C(=O)Nc2cccc(C(=O)N/N=C/c3ccc(OC)cc3OC)c2)cc1	3.5	-14	47	-5	-9	-2	7	8	6.6
CCOC(=O)C1=C(C)Nc2ccccc2N=C1NC(=O)c1ccc(Cl)c(S(=O)(=O)N2CCCC2)c1	3.2	-12	24	-3	-14	12	-19	6	1.3
CC(C)C(C(=O)O)N1CCS(=O)(=O)CC1 (stereo unspecified)	0.5	-2	-9	-5	3	12	-6	2	-0.4
COC(=O)c1coc(-c2ccc(OC)cc2)c1C(=O)OC	0.8	-19	-12	-4	-6	12	-6	8	-0.8
Cc1cccnc1NC(=O)CSc1nnc(COc2ccc(C(C)C)cc2)n1C	0.2	-9	-5	-3	-1	6	1	1	-0.1
COc1ccccc1CNC(=O)COC(=O)CNS(=O)(=O)c1ccc(C)cc1	0.3	-7	10	-1	-4	-2	-5	0	1.5
COC(=O)c1nn(C23CC4CC(CC(C4)C2)C3)c2c1C(=O)N(c1ccc(Br)cc1)C2=O	-0.4	9	-4	-2	-6	-4	10	1	3.9
O=c1[nH]n(CCO)c(=O)c2cccnc12	1.4	-1	-9	0	-6	18	-8	-1	0.2
COCn1c(COc2ccccc2)nc2ccccc21	0.5	-7	-5	-2	-2	13	-6	1	-1.5
Cn1c(=O)[nH]c(=O)c2c1nc(NC1CCCCC1)n2Cc1ccccc1	0.0	-26	-19	-5	-11	24	-15	6	-1.8
Cc1ccc(C)c(C(=O)COC(=O)C2CCN(c3ccc(C(F)(F)F)cn3)CC2)c1	0.2	-35	-11	-3	-4	3	-8	1	-0.5
COCCCNC(=O)CC[C@H]1O[C@@H](n2cnc3c(NC(=O)c4ccccc4)ncnc32)[C@H](O)[C@@H]1O	0.3	nt	5	-1	nt	-4	-17	0	nt
Cc1ccc(C(=O)/C=C/Nc2ccc(S(=O)(=O)Nc3onc(C)c3C)cc2)cc1	0.2	-9	-17	-5	-6	20	-14	4	0.1
O=C(Cn1cnc([N+](=O)[O-])n1)NCc1ccccc1	0.3	-2	2	0	-6	-8	6	0	0.9
O=C(CN1CCOCC1)N/N=C/c1ccc(C(=O)O)cc1	0.0	1	-10	-2	-6	-1	-8	2	0.8
O=C(N1CCC(O)(c2cccnc2)CC1)C12CC3CC(CC(C3)C1)C2	1.2	-10	4	-3	-11	20	-14	3	10
O=C(CCN(CCO)Cc1ccccc1)Nc1ccc(Br)cc1	1.2	-3	6	-5	-6	-7	14	11	11
COc1nc(NC(C)C)nc(N(C#N)CN2C(=O)c3ccccc3S2(=O)=O)n1	0.6	-8	-33	1	2	24	-20	1	0.2
CS(=O)(=O)c1nc2ccccc2n1Cc1ccccc1	-0.1	-12	-4	-6	-12	1	-2	9	-0.7
CCN(CC)c1ccc(C=C(c2nnnn2-c2ccc(C)cc2)c2nnnn2-c2ccc(C)cc2)cc1	1.0	9	-3	-3	-19	3	1	1	3.0
Cc1onc(-c2ccccc2)c1C(=O)N1CCCSC1=Nc1ccccc1	0.1&-0.2	-17	13&-3	0&-6	-13	-13&12	-3&-11	3&13	0.2
Cc1ccc(NC(=O)CCOc2ccccc2)c(C)c1	-0.1	nt	nt	-5	nt	8	-3	nt	nt
Cc1cccc(N2C(=O)CN(Cc3sccc3C)C2=S)c1	0.2	-41	-10	-4	-8	-5	-2	2	0.7
COc1ccc2c(c1)O[C@@]1(CCCC[C@@H]1C)CC2=O	-0.4	-11	-6	-1	-9	7	-20	18	1.6
COc1ccc(C)cc1NC(=O)C(=O)NCc1ccncc1	-0.7	-13	5	-7	-4	26	-13	5	-1.3
O=C1Nc2ccccc2N(O)N1c1cc(-c2ccc(Cl)cc2)[nH]n1	1.5	4	6	-6	0	22	-14	7	4.8
O=C(CSCc1ccc(Cl)cc1)Nc1ccccc1O	1.5	0	15	-5	-8	8	6	2	2.5
CCCCOC(=O)C1C2CCC(O2)C1C(=O)OCC (stereo unspecified)	1.4	nt	-5	0	nt	17	-7	0	nt
COc1ccc(C2N(S(=O)(=O)c3ccccc3)CCN2S(=O)(=O)c2ccc(C)cc2)cc1 (stereo unspecified)	0.5	1	-4	-5	-12	0	-2	12	0.8
N#C/C(=C/c1ccc(O)c([N+](=O)[O-])c1)C(=O)Nc1ccccc1	2.2	-9	5	3	-5	14	-1	29	1.1
Cc1ccc2nc(N(CCCN(C)C)C(=O)c3cc4ccccc4oc3=O)sc2c1	1.6	-10	4	-8	-9	19	-5	8	4.3
COc1ccc(Cl)cc1NC(=S)NNC(=O)c1cccnc1	0.7	-2	-5	-2	-5	-3	-13	8	-0.8
CCn1nc(NC(=O)c2ccco2)c2cc3ccccc3nc21	3.4	-20	19	-3	-6	17	-14	11	-0.1
COc1ccc(S(=O)(=O)NNC(=O)C2COc3ccccc3O2)cc1[N+](=O)[O-] (stereo unspecified)	1.2	-4	0	-3	-3	13	-5	0	0.0
COc1ccc(OCC(=O)N2c3ccc(C)cc3C3CN(C)CCC32)cc1 (stereo unspecified)	-0.2	1	-7	-10	-6	23	-11	4	0.6

Random excerpt: two compounds from above
SMILES	CHO-K1 Ca ag	CHO parental Ca	TAAR1 antag	M1 ag	OXTR potentiate	M1 PAM parental	CHO-K1 Ca antag	TAAR1 agonist	V1R ag counter
Cc1onc(-c2ccccc2)c1C(=O)N1CCCSC1=Nc1ccccc1	0.1&-0.2	-17	13&-3	0&-6	-13	-13&12	-3&-11	3&13	0.2
COc1ccc(-c2sc(Nc3ccc(F)c(F)c3F)nc2CCC(=O)NN)cc1	0.4	-12	-13	1	-7	-5	-4	3	2.6

High-throughput results from PubChem.
